Compound activity as filed in PubChem.
Mtb FBA inh: Mtb fructose-bisphosphate aldolase inhibition; purified M. tuberculosis FBA, fluorescence read-out; inhibition, % at 1 µM; hit rate 2.3% among 360,000; AID 588726; in the data active means inhibition above about 27%;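 further: 0% = vehicle and 100% = reference inhibitor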
Target sequence (P9WQA3 whole entry, looked up): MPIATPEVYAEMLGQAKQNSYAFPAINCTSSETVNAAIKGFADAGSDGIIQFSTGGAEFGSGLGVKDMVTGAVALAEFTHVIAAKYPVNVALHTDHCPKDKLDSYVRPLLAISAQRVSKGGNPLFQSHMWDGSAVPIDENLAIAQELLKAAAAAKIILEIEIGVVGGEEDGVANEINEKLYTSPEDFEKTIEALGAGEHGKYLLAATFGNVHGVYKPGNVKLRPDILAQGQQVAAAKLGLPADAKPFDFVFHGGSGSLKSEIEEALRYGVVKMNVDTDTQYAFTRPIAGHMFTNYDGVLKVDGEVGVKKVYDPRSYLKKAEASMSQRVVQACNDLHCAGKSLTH
Rv3671c inh: Rv3671c (M. tuberculosis) protease inhibition; P9WHR9; AID 2606; inhibition, % at 5.96 µM; hit rate 0.048% among 320,000; in the data active means inhibition above about 38%;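 further: extracellular domain of Rv3671c used as enzyme; 0% = enzyme with DMSO and 100% = no enzyme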
BioA inh: blocks M. tuberculosis BioA enzyme activity | purified M. tuberculosis BioA enzyme, plate reader | inhibition, % at 9.99 µM | hit rate 0.096% among 360,000; in the data active means inhibition above about 40%; inconclusive means no clear call, values can overlap the other calls
BoNT-F LC inh: inhibitors of Botulinum neurotoxin F light chain protease. Multiplex microsphere protease cleavage assay, flow cytometry. hit rate 0.22% among 360,000. inhibition, % at 10 µM; in the data active means inhibition above about 35%, passing the limit was not always enough; inconclusive means no clear call, values can overlap the other calls; further: plate controls were buffer without enzyme for full effect and enzyme alone for no effect
PrPC surface inh: reduces human prion protein on the cell surface | P04156 | cell surface PrPC, TR-FRET read-out | inhibition, % at 13.8 µM | AID 720596 | hit rate 0.43% among 370,000; in the data active means inhibition above about 24%; further: 0% = median of the test wells and 100% = reference compound wells
GDH-TPI counter: counter-screen for M. tuberculosis FBA inhibitors: GDH-TPI coupled enzymes; inhibition, % at 4.8 µM; GDH-TPI coupled enzyme counterscreen, NADH absorbance; hit rate 1.2% among 360,000; in the data active means inhibition above about 30%;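 further: 0% = DMSO wells and 100% = wells lacking the enzyme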
MazF activator: MazEF (E. coli) toxin RNase activation; FAM/BHQ RNA-DNA oligo cleavage fluorescence, 5 h; activation, % at 20 µM; hit rate 0.32% among 350,000; P0AE70; in the data active means activation above about 50%
Target sequence (P0AE70 whole entry, looked up): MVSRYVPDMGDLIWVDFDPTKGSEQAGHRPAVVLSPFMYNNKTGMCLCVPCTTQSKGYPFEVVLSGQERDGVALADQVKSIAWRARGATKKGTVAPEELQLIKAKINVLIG
UGM FP inh: blocks M. tuberculosis UGM enzyme | purified UGM, fluorescence polarization probe displacement | hit rate 0.06% among 320,000 | AID 504406 | inhibition, % at 10 µM; in the data active means inhibition above about 10%, passing the limit was not always enough; inconclusive means no clear call, values can overlap the other calls
Target sequence (P9WIQ1 whole entry, looked up): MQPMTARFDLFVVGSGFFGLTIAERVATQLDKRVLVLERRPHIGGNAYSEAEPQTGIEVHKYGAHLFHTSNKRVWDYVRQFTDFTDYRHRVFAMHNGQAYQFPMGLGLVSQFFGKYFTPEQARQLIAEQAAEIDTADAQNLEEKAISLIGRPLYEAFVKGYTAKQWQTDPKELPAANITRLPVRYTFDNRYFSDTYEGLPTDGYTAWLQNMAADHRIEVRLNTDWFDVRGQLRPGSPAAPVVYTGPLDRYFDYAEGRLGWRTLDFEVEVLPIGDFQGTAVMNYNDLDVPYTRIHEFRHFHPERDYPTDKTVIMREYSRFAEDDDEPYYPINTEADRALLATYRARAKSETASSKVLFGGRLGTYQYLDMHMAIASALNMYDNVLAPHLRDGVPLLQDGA
FadD28 binding: blocks FadD28 binding to the bisubstrate probe; fluorescence polarization; inhibition, % at 12.5 µM; hit rate 0.22% among 360,000; in the data active means inhibition above about 8.5%, passing the limit was not always enough; inconclusive means no clear call, values can overlap the other calls
* = called active by the depositor; ? = inconclusive; / = not tested or not shown.

SMILES	Mtb FBA inh	Rv3671c inh	BioA inh	BoNT-F LC inh	PrPC surface inh	GDH-TPI counter	MazF activator	UGM FP inh	FadD28 binding
CCCNC(=O)c1onc(CSc2ccc(F)c(F)c2)c1C(=O)NCCC	/	5	/	/	9	/	5	1.3	/
O=C(CC(=O)c1cccs1)c1ccncc1	-4	/	0.9	-1	-3	12	-3	/	-3.2
COc1ccc(CCNc2oc(-c3ccccc3OC)nc2C#N)cc1OC	86*	15	3.1	6	3	9	4	-2.2	0.2
CCCCC[n+]1cccc2c3ccccc3ccc21	100*	-2	/	5	-14	9	7	0.0	-0.2
O=C1NC(=S)N(c2ccc(Br)cc2)C(=O)/C1=C/N1CCN(C(=O)c2ccco2)CC1	2	-13	/	0	3	4	17	3.0	-0.6
CC(C)n1c(N)c(C#N)c2ccc([N+](=O)[O-])cc2c1=O	-3	-5	-1.9	-2	-13	15	2	1.9	-1.1
O=C(Nc1ccc(S(=O)(=O)N2CCOCC2)cc1)c1cc(-c2cc(Cl)ccc2O)n[nH]1	-3	-58	/	-6	-9	13	9	1.5	-0.6
CCCCC(=O)Nc1ncc(Br)s1	4	-10	/	6	/	-3	6	-2.2	2.9
CCCCCOC(=O)Cn1c(=O)oc2ccc(C)cc21	0	-8	/	-2	-2	-6	4	-0.9	-0.1
CCC(=O)Nc1c(C)nn(-c2ccc(C)c(C)c2)c1C	3	0	-1.8	5	1	2	9	2.0	-1.4
COC(=O)CC1C(=O)NCCN1Cc1cn(-c2ccc(C)cc2)nc1-c1cccc(C)c1 (stereo unspecified)	1	-2	3.1	-7	3	3	1	0.6	-2.2
COc1cc(/C=C2/C(=N)N3OC(C)=CC3=NC2=O)ccc1OC(=O)c1ccco1	0	8	/	1	-4	5	4	-1.6	-1.0
Cc1cc(C)nc(-n2nc(C)cc2NC(=O)CN2CCc3ccccc3C2)n1	0	-6	5.2	-8	-12	13	-5	1.0	-4.8
CN(C(=O)CSc1nncc2ccccc12)C1CCCCC1	0	7	/	-5	10	-2	8	-2.2	0.4
COc1ccc(CNc2ncc(-c3cccc([N+](=O)[O-])c3)n2C)c(OC)c1OC	3	3	3.3	?	-23	5	-2	-0.1	-0.2
C[N+]1(CC(=O)Nc2ccccc2Cl)CCN(C(=O)c2cccs2)CC1	-3	2	-0.8	-4	-1	-5	9	0.4	0.9
C=CCn1c(C)nnc1SCC(=O)N1CCN(S(=O)(=O)c2ccccc2)CC1	1	-5	0.2	0	-5	2	7	-0.7	-2.5
Cn1ncc(Br)c1C(=O)NC(=S)N1CCN(c2ccccn2)CC1	2	1	-0.6	-14	2	-8	6	0.5	0.5
O=C1OC[C@@H]2CCCN2C(=O)[C@H](CC(=O)N(CCO)Cc2ccccc2)C/C=C\C[C@H]1Cc1ccc(F)cc1	-2	2	-0.2	-3	-3	0	12	5.6	-3.7
Nc1c(C(=O)Nc2ccc3c(c2)OCCO3)nnn1CCc1ccccc1	0	-2	0.4	-8	11	1	6	-0.4	-1.4
CCc1ccc(N=C2NC(=O)/C(=C/c3ccc(OCC(=O)O)cc3)S2)cc1	-2	-1	-3.7	1	-7	40*	-17	-2.2	-4.3
Cn1nnnc1SCc1nnc(-c2ccc(Cl)cc2)o1	-2	1	0.1	-22	4	7	-3	-0.8	-0.4
NNC(=O)c1cc(Br)cs1	-3	-9	/	-3	11	2	10	0.4	-7.2
CCC(=O)Nc1c(C)c(CC)nc2ccccc12	0	-12	/	-2	-4	0	-18	-1.9	0.9
O=C(COc1ccccc1C(=O)Nc1ccccc1)c1ccc(Br)cc1	-1	-13	/	0	3	-3	-14	0.5	0.3
CC(C)C[C@@H](CN)NC(=O)c1nc[nH]c1C(=O)N[C@@H](C)C(=O)CNC[C@H](CC(C)C)NC(=O)c1nc[nH]c1C(=O)N[C@@H](Cc1ccccc1)C(=O)O	2	/	0.3	3	-2	8	6	/	0.5
FC(F)(F)c1ccc(-c2cccc3c2C2CC3CCN2Cc2ccc3c(c2)OCO3)cc1 (stereo unspecified)	-3	/	-1.3	-8	1	/	/	/	-4.8
COc1ccc(NC(=O)/C(C#N)=C/c2cc(C)n(-c3ccc(N4CCOCC4)c([N+](=O)[O-])c3)c2C)cc1	-1	-5	-2.3	-6	3	5	-12	/	-4.9
c1ccc2sc(SCc3ccc(-c4nnco4)cc3)nc2c1	5	-13	2.9	33	14	7	-4	-2.7	-0.7
COc1cc2c(cc1OC)CN(C(=O)CN1C(=O)c3ccc([N+](=O)[O-])cc3C1=O)CC2	4	-1	/	7	-21	11	8	1.7	-0.3
Cc1ccc(S(=O)(=O)N2CCN(C(=O)c3sccc3-c3ccccc3)CC2)cc1	-1	-7	2.1	9	-3	3	4	-0.3	-3.9
Cc1ccc(F)c(S(=O)(=O)NC(=O)C2(C)CCN2C(=O)Cc2cccs2)c1 (stereo unspecified)	-2	/	-1.5	-6	-1	-8	/	/	-3.8
O=C(N/N=C/c1ccco1)c1ccccn1	1	-5	-4.6	1	-7	35*	6	2.1	-0.3
COc1cc(C(C)=O)ccc1OCC(=O)Nc1cc(C)on1	0	6	-0.4	-3	3	-2	1	1.8	0.5
Cc1ccc(S(=O)(=O)NCC(=O)NCCc2c[nH]c3ccccc23)cc1C	1	6	-0.9	-5	8	-5	9	1.7	-2.7
Nc1ccn(C2CCCCO2)c(=O)n1 (stereo unspecified)	0	/	0.8	-2	-2	6	12	/	-0.8
O=C(CN1CCCCCC1)N/N=C/c1cccc(Cl)c1	0	8	/	4	2	-9	2	-1.2	-1.5
CCN1CCN(C(=S)NCC2CCCO2)CC1 (stereo unspecified)	4	3	1.1	6	5	2	-7	-3.0	-0.8
Cc1ccc(-c2nn3c(C)nnc3c3ccccc23)cc1S(=O)(=O)NCCO	6	-2	/	-3	0	-1	-14	-2.4	-1.4
Cc1c(-c2nc(-c3cccnc3)no2)cccc1[N+](=O)[O-]	-3	4	/	-7	-2	-1	-2	2.2	0.4
CCCN(CCC)CCCNC(=O)C1c2cc(OC)c(OC)cc2C(=O)N(C)C1c1cccnc1 (stereo unspecified)	0	1	/	1	-4	-1	-4	0.5	-3.5
CCN(Cc1ccccc1)C(=O)c1cccc(S(=O)(=O)N2CCN(c3ccc(F)cc3)CC2)c1	0	5	/	-5	9	2	1	0.5	-0.9
Cn1c(=O)c2c(ncn2CCC(=O)N/N=C/c2ccccc2)n(C)c1=O	-2	4	/	?	7	13	8	3.0	-1.5
Cc1cccc(NC(=O)COc2coc(CN3CCN(Cc4ccccc4)CC3)cc2=O)c1	-1	-10	-1.9	6	-5	-2	4	-4.3	-0.3
COc1ccc(Cl)cc1NC(=O)CN(C)C(=O)C1COc2ccccc2O1 (stereo unspecified)	6	-5	-0.2	-2	8	8	-1	1.4	-0.2
COc1cccc(C(=O)Oc2ccc(N3C(=O)CCC3=O)c(C)c2)c1	2	-1	/	-8	1	-1	2	-0.4	-2.8
CCOC(=O)C1CCCN(Cc2c(F)cccc2Cl)C1 (stereo unspecified)	0	-8	1.7	1	-2	-7	-5	-0.2	-3.3
Cc1ccccc1NS(=O)(=O)c1nnc(NC(=O)c2ccccc2F)s1	-1	3	-1.2	-4	6	18	-2	6.0	0.6
CCOC(=O)CCC(=O)Nc1ncnc2c1C(c1ccccc1)c1c(ccc3ccccc13)O2 (stereo unspecified)	0	-37	-3.4	-3	5	7	-32	0.0	0.7
Cc1sc2nc(-c3cccnc3)[nH]c(=O)c2c1-c1ccccc1	9	9	-0.8	-4	-5	14	17	-1.6	-2.1
CCCCC(=O)N/N=C/c1cc([N+](=O)[O-])ccc1N1CCOCC1	-1	0	1.5	-5	-27	19	1	1.6	-2.0
O=C(/C=C/[C@H]1O[C@@H](n2cnc3c(NC(=O)c4ccccc4)ncnc32)[C@H](O)[C@@H]1O)NCc1ccccc1	4	/	1.0	-4	0	/	/	/	-1.4
C=Cc1ccc(Cn2c(C)c(C(=O)NCCC#N)sc2=O)cc1	-2	/	7.3	3	3	6	/	/	-1.8
O=c1nc2n(c3cccc(Cl)c13)CCCCC2	2	2	/	-5	3	0	-4	1.1	-1.5
COC(=O)c1cc(C)sc1NC(=O)CN1CCN(C(=O)C2CCCO2)CC1 (stereo unspecified)	-1	9	0.9	0	-1	2	1	0.4	-4.6
C=CCN1C(=O)/C(=C/c2ccc(O)c(OC)c2)S/C1=N/c1nccs1	-13	-6	/	-10	-22	9	-33	-2.3	2.5
CC(NC(=O)c1cc2ccccc2oc1=O)c1ccc(O)cc1 (stereo unspecified)	0	-3	/	0	0	-5	-2	4.0	-2.7
COc1ccc(-c2csc(NCc3ccco3)n2)cc1	2	-3	/	0	1	6	2	3.1	0.3
CCN(CC)CCN(C(=O)c1ccc(C(=O)c2ccccc2)cc1)c1nc2cc3c(cc2s1)OCO3	-1	-1	-1.9	-3	-8	3	-4	3.6	-3.1
Cc1cc(=O)oc2c(C)c(OC(C)C(=O)NCCCN3CCOCC3)ccc12 (stereo unspecified)	12	-2	-0.9	9	1	15	0	-3.2	-0.2

2 compounds drawn at random from those above, as already listed:
SMILES	Mtb FBA inh	Rv3671c inh	BioA inh	BoNT-F LC inh	PrPC surface inh	GDH-TPI counter	MazF activator	UGM FP inh	FadD28 binding
C=Cc1ccc(Cn2c(C)c(C(=O)NCCC#N)sc2=O)cc1	-2	/	7.3	3	3	6	/	/	-1.8
O=c1nc2n(c3cccc(Cl)c13)CCCCC2	2	2	/	-5	3	0	-4	1.1	-1.5

Next part:
SMILES	Mtb FBA inh	Rv3671c inh	BioA inh	BoNT-F LC inh	PrPC surface inh	GDH-TPI counter	MazF activator	UGM FP inh	FadD28 binding
NC(=O)Nc1ccc(C(=O)OCC(=O)N2CCCC2=O)cc1	1	-2	0.6	-3	4	6	2	-0.7	-2.4
CS(=O)(=O)Nc1ccc2c(c1)nc1n2CCOC1	8	-5	1.4	10	3	-4	6	0.9	1.0
Cn1c(=O)c([N+](=O)[O-])c(NCC2CCCO2)c2ccccc21 (stereo unspecified)	-2	-2	/	6	-10	3	13	2.6	-0.9
O=C(CN1CCCCC1)N/N=C/c1ccccc1OCc1ccccc1	-3	-5	/	5	0	-2	7	2.4	-3.0
Cc1nc2c(c(C)nn2-c2ccccc2)c(C)c1CCC(=O)NCCCOC(C)C	41*	0	-1.2	18	-5	3	-1	1.8	0.0
COc1ccccc1C(=O)N/N=C/c1cnc2ccccc2n1	1	-14	1.5	-7	9	-2	2	0.8	-1.5
COc1ccc(-c2noc(-c3ccccc3C(=O)Nc3cccnc3)n2)cc1	1	-3	0.1	5	8	13	4	1.6	-5.9
Cc1ccc(CNC(=O)c2ccc(S(=O)(=O)N3CCCCCC3)cc2)cc1	-2	/	0.7	1	8	-6	2	/	-2.6
COc1ccc(S(=O)(=O)N2CCc3ccccc3C2)cc1OC	1	0	1.3	2	4	-2	5	-0.5	-0.6
O=C(NCCc1ccc(C(F)(F)F)cc1)C1CCC(=O)N(CCc2cccc(F)c2)C1 (stereo unspecified)	1	-3	1.4	-4	1	-7	64*	-1.4	-7.8
CCN1CCC(NCC2CCCCC2)CC1	6	-1	-1.6	?	5	3	6	1.5	-0.1
COc1ccc2c(c1)CCc1c(C(=O)N3CCCCCC3)noc1-2	2	-5	-0.1	0	-6	19	0	1.5	-1.1
Cn1c(CBr)c(C(=O)c2ccc([N+](=O)[O-])cc2)c(=O)n(C)c1=O	-2	-2	-0.9	?	-41	11	17	-1.1	-3.2
Cc1ccc(NC(=O)CN(C)CC(=O)N(CC(C)C)c2c(N)n(CC(C)C)c(=O)[nH]c2=O)c(C)c1	1	-6	1.5	7	-2	0	5	-1.1	-1.8
COc1cc(CN2C(=O)NC(=O)C3(Cc4cc(C)ccc4N(C)C3)C2=O)cc(OC)c1 (stereo unspecified)	1	5	-1.4	-2	-2	1	-10	1.2	-2.3
CCC(=O)N1CCN(c2ccc(OC)cc2[N+](=O)[O-])CC1	2	7	/	-1	-53	11	1	-3.0	1.1

Grouped by structure: the entries above containing a furan ring, fused or not
SMILES	Mtb FBA inh	Rv3671c inh	BioA inh	BoNT-F LC inh	PrPC surface inh	GDH-TPI counter	MazF activator	UGM FP inh	FadD28 binding
O=C1NC(=S)N(c2ccc(Br)cc2)C(=O)/C1=C/N1CCN(C(=O)c2ccco2)CC1	2	-13	/	0	3	4	17	3.0	-0.6
COc1cc(/C=C2/C(=N)N3OC(C)=CC3=NC2=O)ccc1OC(=O)c1ccco1	0	8	/	1	-4	5	4	-1.6	-1.0
O=C(N/N=C/c1ccco1)c1ccccn1	1	-5	-4.6	1	-7	35*	6	2.1	-0.3
COc1ccc(-c2csc(NCc3ccco3)n2)cc1	2	-3	/	0	1	6	2	3.1	0.3
